Assay outcomes deposited in PubChem by several laboratories.
RSV CPE inhibition: RSV antiviral activity via CPE protection, HEp-2 cells, primary 10 µM value included (AID 2391); HEp-2 cells, RSV-induced CPE inhibition; higher % means a stronger effect; CPE inhibition, % at 10 µM; hits with a dose series show IC50 in µM; 310,000 compounds, 0.13% hits; in the data active means a potency from the dose series; further: strong numbers were not always called active
TNAP activators: human TNAP enzyme activators, primary screen, biochemical, luminescent, no phosphate acceptor, uHTS (AID 1001). activation fold at 20 µM; hits with a dose series show EC50 in µM. 200,000 compounds, 0.03% hits. purified TNAP, luminescent activation assay, no phosphate acceptor; higher activation fold means a stronger effect; in the data active means activation fold from about 3, or a potency from the dose series; inactive means the rest, 99 in 100 with activation fold below about 1.6; further: many of its hits are not listed in these tables
Insulin prom up: MIN6 insulin promoter up-regulation; AID 1625; 190,000 compounds, 0.3% hits; MIN6 insulin promoter-GFP reporter, high-content imaging; hits give high values; z-score at 5 µM;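 active means z-score above 3 at 5 µM with at least 500 cells counted in the well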
human PMI inhibition: inhibitors of human PMI, primary screen, biochemical, fluorescence intensity, coupled assay (AID 1209). purified PMI enzyme, coupled fluorescence intensity; higher % means a stronger effect. inhibition, % at 20 µM; hits with a dose series show IC50 in µM. 190,000 compounds, 0.42% hits;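 further: plate controls were DMSO vehicle for no effect and wells lacking substrate for full effect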
West Nile antiviral: West Nile virus antiviral activity, cell-based, CPE readout (AID 1621); West Nile virus-infected cells, CPE inhibition; higher % means a stronger effect; one-dose CPE inhibition, % at 10 µM; IC50 in µM for titrated hits; 290,000 compounds, 0.02% hits; in the data active means a potency from the dose series; further: strong numbers were not always called active
human PMI inhibitors: human PMI inhibitors, high substrate, primary screen, biochemical, fluorescence intensity, high mannose 6-phosphate (AID 1220); recombinant PMI enzyme, coupled fluorescence intensity; higher % means a stronger effect; inhibition, % at 20 µM, or IC50 in µM where a hit was titrated; 190,000 compounds, 0.66% hits
SV40 large T antigen: SV40 large T antigen inhibitors, biochemical (AID 1903). SV40 large T antigen ATPase/helicase inhibition assay; higher % means a stronger effect. inhibition, % at 20 µM, or IC50 in µM where a hit was titrated. 310,000 compounds, 0.39% hits; in the data active means a potency from the dose series; further: strong numbers were not always called active
Salmonella PhoP GFP: inhibitors of PhoP regulon expression, primary screen, Salmonella Typhimurium, GFP reporter (AID 1863). S. Typhimurium PhoP-regulated promoter GFP reporter, 4 h; higher % means a stronger effect. one-dose inhibition, % at 50 µM; IC50 in µM for titrated hits. 300,000 compounds, 0.16% hits;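 active means inhibition over 29.93%, a cutoff 3 SD above the screen mean, later confirmed by dose response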;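 further: 0% = low Mg2+ inducing control and 100% = high Mg2+ repressing control; strong numbers were not always called active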
ER stress rescue: protection against thapsigargin-triggered cell killing – 384-well, CSM14.1, ATP luminescence, primary screen (AID 1222); CSM14.1 thapsigargin-induced death rescue, ATP luminescence; higher % means a stronger effect; cellular ATP content (survival), % at 20 µM, or EC50 in µM where a hit was titrated; 190,000 tested, under 10 active;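 active means EC50 below 50 µM in the dose-response confirmation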;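 further: death triggered by thapsigargin at about 15 µM added after 2 h compound pretreatment; cell ATP read after overnight thapsigargin exposure of roughly 18 to 22 hours; normalized against plate controls of thapsigargin alone and 5% DMSO vehicle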
Insulin prom up cell count: further read-out of Insulin prom up, marked with its call; cell count; measured here: cytotoxicity, nuclei count;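 total cells summed across four imaged fields per well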
Starred values were filed as active, the others as inactive; . = no result given. Unless noted, no stated cut-off is given here; in the data, active means inhibition above about 50%; inactive means the rest. Not all compounds are listed; rates above refer to the full screens.

Compound	RSV CPE inhibition	TNAP activators	Insulin prom up	Insulin prom up cell count	human PMI inhibition	West Nile antiviral	human PMI inhibitors	SV40 large T antigen	Salmonella PhoP GFP	ER stress rescue
Cc1ccc(CN2CCCC(C(=O)c3sccc3C)C2)o1 (centres undefined)	-1.0%	1.1	-0.09	1429	2%	-0.2%	-7%	12%	-7%	1.3%
Cc1ccc2cccc(OC(=O)N(C)c3ccccc3)c2n1	0.9%	1.1	-0.38	1097	2%	0.4%	-2%	0%	6%	0.5%
C/C(=N\NC(=O)c1ccccc1O)c1c(O)n(C2CCCCC2)c(=O)[nH]c1=O	4.8%	.	.	.	.	-0.2%	.	9%	0%	.
CC(=NCc1ccc2c(c1)OCO2)c1c(O)n(-c2ccccc2)c(=O)[nH]c1=O	2.8%	.	-0.33	1100	.	-0.1%	.	9%	3%	.
C#CCNc1ccncc1S(=O)(=O)NC(=O)NC(C)C	0.8%	1.1	.	.	-22%	0.0%	-12%	2%	4%	-3.7%
Cc1cc(OCC(=O)N[C@H](C(=O)O)c2ccccc2)c2c3c(c(=O)oc2c1)CCC3	2.0%	.	.	.	.	-0.1%	.	22%	-4%	.
Cc1ccc(C2NC(=S)NC(c3ccc(C)cc3)C23C(=O)NC(=O)NC3=O)cc1 (centres undefined)	-0.3%	1.1	0.41	1676	-7%	0.6%	-14%	-2%	-1%	0.2%
COc1cccc(-c2nc3ccc(N4CCN(C)CC4)cc3[nH]2)c1	-3.8%	1.2	-1.9	1110	6%	-0.1%	23%	31%	9%	0.3%
COc1ccc(C2SCC(=O)Nc3c2c(=O)[nH]n3C2CCCCC2)cc1 (centres undefined)	0.3%	1.1	0.19	1312	-6%	-0.1%	1%	12%	-11%	-1.0%
CCC1(CC)C(=O)NC(=Nc2cccc(C(F)(F)F)c2)NC1=O	3.2%	1	1.3	1292	-1%	-0.4%	-14%	5%	-2%	-1.5%
C=CCN1C(=O)NC(=O)/C(=C/c2ccc(OC)c(CSc3ccccn3)c2)C1=O	1.6%	0.9	1.1	1304	-3%	0.2%	-16%	-5%	3%	-1.6%
CCOc1ccc(C(C)=O)cc1Cc1c(O)[nH]c(=S)[nH]c1=O	0.8%	.	.	.	.	-0.5%	.	7%	-3%	.
Nc1ccc(N2CCN(Cc3ccccc3Cl)CC2)c(Cl)c1	-0.1%	1	-0.3	1073	11%	-0.2%	12%	17%	22%	-2.7%
O=C1NC(=O)C(=Cc2ccccc2Oc2ccc(F)cc2)C(=O)N1	.	1.1	0.31	1166	-10%	0.1%	-15%	29%	4%	0.1%
COC(=O)C1=C(c2cc3ccccc3s2)C[C@@H]2CC[C@H]1N2C(=O)NC(C)C	0.4%	.	.	.	.	-0.7%	.	7%	-1%	.
Clc1ccc2sc(C3CCNCC3)nc2c1	-2.2%	.	.	.	.	-0.8%	.	8%	14%	.
Cc1c(N=Nc2c(O)n(Cc3ccccc3)c(=O)[nH]c2=O)c(=O)n(-c2ccccc2)n1C	-0.7%	1.1	0.2	1267	-6%	-1.2%	7%	10%	4%	0.4%
CN(C)CCN(C(=O)COc1ccc(Cl)cc1)c1nc2cc3c(cc2s1)OCO3	0.8%	.	.	.	.	1.1%	.	5%	-6%	.
Cc1ccccc1N1C(=O)CC(=O)N(c2ccccc2C)C1=O	1.0%	1.1	0.12	1264	-12%	-0.1%	-10%	6%	-2%	0.5%
Oc1ccc(CC2(N3CCCC3)CCCCC2)cc1	1.0%	.	.	.	.	0.1%	.	4%	9%	.

(next part)
Compound	RSV CPE inhibition	TNAP activators	Insulin prom up	Insulin prom up cell count	human PMI inhibition	West Nile antiviral	human PMI inhibitors	SV40 large T antigen	Salmonella PhoP GFP	ER stress rescue
CN1CCN(Cc2nc3ccccc3n2C)CC1	-0.4%	1.1	-0.81	1249	5%	0.5%	6%	19%	-1%	-2.5%
CCN1CCN(c2ccc(N)c(C)c2)CC1	-1.4%	0.9	-0.36	1302	5%	0.1%	31%	37%	-2%	0.1%
O=c1[nH]c(=S)n(C2CC2)c(O)c1C=NCCN1CCOCC1	.	.	0.27	1413	.	0.6%	.	8%	-8%	.
c1cncc(CNCCc2ccc3c(c2)OCO3)c1	-1.0%	.	.	.	.	-0.4%	.	5%	-1%	.
CN(C)P1(N(C)C)=NC(C(F)(F)F)=NC(C(F)(F)F)=N1	0.2%	1	0.31	1292	8%	0.7%	4%	12%	0%	2.6%
Oc1cccc2cccnc12	2.1%	.	.	.	.	0.3%	.	0%	14%	.
CCOP(=O)(Oc1ccccc1)c1c([N+](=O)[O-])cc(C(F)(F)F)cc1[N+](=O)[O-] (centres undefined)	-0.2%	.	.	.	.	-0.4%	.	7%	2%	.
COc1ccc(-n2c(O)c(C(C)=NCCN3CCNCC3)c(=O)[nH]c2=O)cc1	2.2%	1.1	-0.41	1598	10%	0.0%	16%	8%	-16%	0.6%
N#CC1=C(N)Oc2c(c(=O)sc3ccccc23)C1c1cccnc1 (centres undefined)	-2.9%	1.1	0.4	1074	-14%	-0.8%	-10%	11%	10%	1.5%
N[C@@H](Cc1c[nH]c2ccccc12)c1nnc(SCc2ccc(F)cc2)o1	.	1	0.03	1518	7%	-0.4%	-9%	-3%	16%	-1.4%
Cc1ccc(-n2c(O)c(C=NCc3ccco3)c(=O)[nH]c2=S)cc1C	1.6%	.	0.29	1467	.	-0.3%	.	29%	-11%	.
C=CCn1c(O)c(C(CC)=NCc2ccco2)c(=O)[nH]c1=O	-1.1%	.	1.1	1100	.	0.1%	.	30%	-4%	.
CC(c1ccc(F)cc1)n1cc(C(=O)NCc2ccc3c(c2)OCO3)nn1 (centres undefined)	3.1%	1.1	0.34	1130	-2%	-0.4%	3%	-2%	11%	-2.2%
N=c1n(CCO)c2ccccc2n1Cc1ccccc1	1.3%	1.1	.	.	0%	0.0%	0%	5%	5%	-1.6%
COc1ccc(S(=O)(=O)NCc2ccc(C(=O)N3CCC4(CC3)OCCO4)cc2)cc1	-2.7%	1.1	0.13	1517	3%	-0.2%	1%	10%	-10%	-0.5%
COc1ccc(Oc2c(C)oc3cc(OC(=O)N(C)C)ccc3c2=O)cc1	0.7%	.	.	.	.	-0.3%	.	5%	2%	.
Cc1c2cnn(CC(=O)N3CCC4(CC3)OCCO4)c(=O)c2c(C)n1Cc1ccccc1Cl	0.6%	.	.	.	.	-0.4%	.	9%	-14%	.
Oc1ccc2ccccc2c1CN1CC=C(c2ccccc2)CC1	-1.3%	1	-0.9	1603	15%	-0.8%	39%	9%	-11%	1.7%
O=c1c2ccccc2nc(-c2ccco2)n1-c1nccs1	0.9%	1.1	-0.48	1379	14%	0.3%	12%	16%	41%	-1.6%
c1ccc(C2CN3CCC2CC3)cc1 (centres undefined)	2.5%	.	-0.66	1060	.	0.3%	.	9%	.	.

8 of the compounds above, with values under each structure.
Second line of a record – RSV CPE inhibition, TNAP activators, Insulin prom up, Insulin prom up cell count, human PMI inhibition, West Nile antiviral, human PMI inhibitors, SV40 large T antigen, Salmonella PhoP GFP, ER stress rescue
CN1CCN(Cc2nc3ccccc3n2C)CC1
→ -0.4%, 1.1, -0.81, 1249, 5%, 0.5%, 6%, 19%, -1%, -2.5%
CCN1CCN(c2ccc(N)c(C)c2)CC1
→ -1.4%, 0.9, -0.36, 1302, 5%, 0.1%, 31%, 37%, -2%, 0.1%
O=c1[nH]c(=S)n(C2CC2)c(O)c1C=NCCN1CCOCC1
→ ., ., 0.27, 1413, ., 0.6%, ., 8%, -8%, .
c1cncc(CNCCc2ccc3c(c2)OCO3)c1
→ -1.0%, ., ., ., ., -0.4%, ., 5%, -1%, .
CN(C)P1(N(C)C)=NC(C(F)(F)F)=NC(C(F)(F)F)=N1
→ 0.2%, 1, 0.31, 1292, 8%, 0.7%, 4%, 12%, 0%, 2.6%
Oc1cccc2cccnc12
→ 2.1%, ., ., ., ., 0.3%, ., 0%, 14%, .
CCOP(=O)(Oc1ccccc1)c1c([N+](=O)[O-])cc(C(F)(F)F)cc1[N+](=O)[O-] (centres undefined)
→ -0.2%, ., ., ., ., -0.4%, ., 7%, 2%, .
COc1ccc(-n2c(O)c(C(C)=NCCN3CCNCC3)c(=O)[nH]c2=O)cc1
→ 2.2%, 1.1, -0.41, 1598, 10%, 0.0%, 16%, 8%, -16%, 0.6%

(further entries)
Compound	RSV CPE inhibition	TNAP activators	Insulin prom up	Insulin prom up cell count	human PMI inhibition	West Nile antiviral	human PMI inhibitors	SV40 large T antigen	Salmonella PhoP GFP	ER stress rescue
COc1ccc(NC(c2ccccc2F)P(=O)(Oc2ccccc2)Oc2ccccc2)cc1 (centres undefined)	0.7%	1	-0.02	1448	18%	-0.7%	15%	-1%	-3%	2.1%
N#Cc1ccccc1Cn1cc(C(=O)c2cccs2)c2ccccc21	2.0%	1	-1.5	1225	12%	-0.4%	7%	5%	17%	2.9%
COc1ccc(CC(C)NCCC(c2ccccc2)c2ccccc2)cc1 (centres undefined)	13%	.	.	.	.	0.1%	.	12%	3%	.
CC(=NC1CCN(Cc2ccccc2)CC1)c1c(O)n(C)c(=O)n(C)c1=O	-0.5%	1.1	-0.8	1241	-2%	-1.3%	1%	16%	2%	-0.2%
CC(C)CCN1CCN(Cc2c(F)cccc2Cl)CC1CCO (centres undefined)	0.5%	1.1	0.1	1415	0%	-0.1%	-1%	3%	-3%	-1.1%
OC(c1ccncc1)(c1ccc(F)cc1)c1ccc(F)cc1	1.9%	1.1	-0.33	1358	12%	-1.3%	-4%	6%	-5%	0.5%
CN1CCN(c2cc(N3CCCC3)c([N+](=O)[O-])cc2F)CC1	-0.3%	0.9	-0.6	1273	0%	-0.5%	11%	12%	17%	-1.6%
CCOC(=O)c1c(N)n(Cc2ccc(OC)cc2)c2nc3ccccc3nc12	.	1.1	.	.	14%	-0.6%	33%	-15%	8%	-1.8%
OCCNCCc1c[nH]c2ccc(OCc3ccccc3)cc12	-0.4%	.	.	.	.	-0.5%	.	4%	11%	.
Cn1c(=O)cc(OCC(=O)N2CCC3(CC2)OCCO3)c2ccccc21	1.6%	1.1	-0.1	1240	4%	0.1%	2%	9%	1%	.
COc1cc(OC)c(OC)cc1CNCCc1ccc2c(c1)OCO2	0.4%	.	.	.	.	-0.6%	.	7%	3%	.
CN1CCN(c2ccc([N+](=O)[O-])c(N/N=C3\CN4CCC3CC4)c2)CC1	-2.3%	0.8	.	.	1%	-0.3%	3%	9%	5%	-2.9%
COc1ccc(CNC(=O)CCC(=O)N2C[C@H]3C[C@H](C2)c2cccc(=O)n2C3)cc1	2.4%	.	.	.	.	0.3%	.	5%	14%	.
c1cnc(N2CCNCC2)nc1	2.5%	1	0.81	1162	-18%	-0.1%	-1%	20%	2%	-0.8%
CN1C2CCC1C(COC(=O)c1ccccc1)C(O)C2 (centres undefined)	0.3%	.	0.04	1363	.	0.1%	.	3%	6%	.
C=C1N2CCC(CC2)C1(O)c1ccc(C)cc1 (centres undefined)	0.2%	1.1	.	.	-58%	-0.2%	-107%	9%	14%	-4.9%
CC(C)N1C(=O)/C(=C/C=C/c2ccco2)C(=O)N(Cc2ccco2)C1=O	0.8%	1	-0.28	1562	-9%	-0.2%	-32%	75%	-19%	-1.5%
